Screening results: PubChem, several laboratories
MT1-MMP act inh = MT1-MMP (human) activation inhibition. P50281. HT1080 RFP-PRO-GFP cells, GFP/RFP ratio fluorescence, overnight; percent of plate control window, DMSO zero. AID 651647. GFP/RFP ratio change, % at 20 µM. hit rate 0.061% among 360,000;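 active = GFP/RFP ratio change of at least 30% with cell ATP level not reduced by more than half and red fluorescence within 50% of control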; note: strong numbers were not always called active
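Assay system: HT1080 cells carrying an RFP-PRO-GFP reporter | Dosing: Single dose of 20 µM compound, 1% DMSO final | Incubation: Cells overnight before dosing, compound overnight, 37 °C, 5% CO2 | Evaluation: GFP/RFP fluorescence ratio | Control set: DMSO and RFP-L50D-GFP cell wells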
Neddyl block = blocks human cullin neddylation; TR-FRET cullin neddylation, biochemical; calls only at 25 µM; hit rate 0.58% among 360,000; AID 651699; in the data active = inhibition above about 36%
E coli Lon inh = E. coli protease La inhibition | P0A9M0 | purified E. coli Lon protease, fluorescence polarization | inhibition, % at 7.94 µM | hit rate 0.42% among 360,000 | AID 602123; in the data active = inhibition above about 13%, passing the limit was not always enough;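 note: 0% = enzyme with probe and DMSO and 100% = no enzyme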
FAS-TE inh = FAS thioesterase (human) inhibition; P49327; inhibition, % at 15 µM; hit rate 0.67% among 360,000; recombinant FAS-TE, OMFH fluorogenic substrate, fluorescence endpoint;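 active = compounds whose normalised, plate-corrected inhibition of enzyme fluorescence in the single-dose primary screen is 50% or more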;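 note: 0% = DMSO with enzyme and 100% = substrate without enzyme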
PABP1 MLLE inh = blocks PAM2 peptide binding to the PABP1 MLLE domain; P11940; GST-MLLE / FITC-PAM2 fluorescence polarization; inhibition, % at 20 µM; hit rate 0.36% among 360,000; AID 588489; in the data active = inhibition above about 35%, passing the limit was not always enough;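 note: plate controls were DMSO wells with GST-MLLE for no effect and wells lacking GST-MLLE protein for full effect; some results filed as inactive read as strong as hits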
Target sequence (P11940 whole entry, looked up, the tested form may be a part): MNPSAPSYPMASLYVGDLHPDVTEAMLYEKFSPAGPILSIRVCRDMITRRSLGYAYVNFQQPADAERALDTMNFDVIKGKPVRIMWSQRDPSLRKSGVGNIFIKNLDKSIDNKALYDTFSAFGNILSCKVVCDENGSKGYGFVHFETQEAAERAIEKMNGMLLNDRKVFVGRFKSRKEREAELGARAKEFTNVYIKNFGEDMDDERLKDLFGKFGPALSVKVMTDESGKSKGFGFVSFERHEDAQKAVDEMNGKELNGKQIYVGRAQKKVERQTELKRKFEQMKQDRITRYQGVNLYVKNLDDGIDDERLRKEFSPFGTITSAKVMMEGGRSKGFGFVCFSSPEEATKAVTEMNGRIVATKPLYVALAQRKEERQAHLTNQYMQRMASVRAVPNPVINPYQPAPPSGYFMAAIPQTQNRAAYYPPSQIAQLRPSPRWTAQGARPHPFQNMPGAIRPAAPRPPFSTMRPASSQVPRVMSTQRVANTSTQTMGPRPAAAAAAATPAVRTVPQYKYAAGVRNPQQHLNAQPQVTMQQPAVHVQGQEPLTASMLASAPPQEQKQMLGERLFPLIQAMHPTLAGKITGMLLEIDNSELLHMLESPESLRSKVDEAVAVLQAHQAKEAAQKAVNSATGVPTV
NRP1-CendR mod = alters CendR peptide binding to human NRP-1; FAM-RPARPAR peptide binding to NRP-1, fluorescence polarization; inhibition, % at 25 µM; hit rate 0.85% among 360,000; AID 602438;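 active = inhibition or corrected inhibition above about 18%, plus a signal ratio from 0.5 to 1.5, limit read from the data, passing the limit was not always enough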; note: strong numbers were not always called active
SKN-1 block = inhibitors of C. elegans SKN-1; C. elegans VP596 Pgst-4::GFP/RFP ratio, acrylamide-induced, 24 h; inhibition, % at 21.8 µM; hit rate 0.49% among 360,000; AID 624304;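 active = interference check ratio from 0.5 to 1.5 plus GFP to RFP signal ratio inhibition reaching or exceeding a fixed threshold, cut at about 30% in these data, passing the limit was not always enough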; note: some compounds called inactive have numbers as strong as hits
Rin1 Abl inh = inhibitors of human Rin1-Abl protein interaction; hit rate 0.4% among 360,000; inhibition, % at 7.35 µM; P00519+Q13671; TR-FRET Rin1/Abl binding, biochemical; in the data active = inhibition above about 5%, passing the limit was not always enough
bovine MsrA act = activators of bovine methionine sulfoxide reductase A | hit rate 0.3% among 360,000 | activation, % at 10.6 µM | purified bovine MsrA, absorbance read-out | AID 602163; in the data active = activation above about 7.5%;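 note: 0% = vehicle and 100% = reference activator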
* hit, by the source's call; i = inactive; / = no result given; + = active, no number. Hits appear at their usual frequency; about 4% have a hit in one of these screens.

SMILES | MT1-MMP act inh | Neddyl block | E coli Lon inh | FAS-TE inh | PABP1 MLLE inh | NRP1-CendR mod | SKN-1 block | Rin1 Abl inh | bovine MsrA act
CSc1ccccc1C(=O)C1CCCN(C(=O)c2cncs2)C1 (centres undefined) | -3 | i | 6 | -1 | 26 | 10 | 10 | -2 | 0
O=C(Oc1ccc(/C=N/NC(=O)c2ccccn2)cc1)c1cccc(F)c1 | -1 | i | 3 | -7 | -9 | 9 | -6 | -1 | -3
O=C1CC(C(=O)N2CCN(Cc3ccccc3)CC2)CN1Cc1ccccc1 (centres undefined) | 3 | i | -2 | -7 | 8 | 8 | -10 | -4 | -2
CCOc1ccccc1CN1CCN(Cc2ccon2)CC1CCO (centres undefined) | -4 | i | -5 | -4 | -3 | -1 | -2 | 0 | -2
Cc1nn(C(C)C(=O)NNC(=S)Nc2ccc(F)cc2)c(C)c1[N+](=O)[O-] (centres undefined) | 5 | i | -13 | -10 | 4 | 2 | 5 | 0 | 1
CCN(CC)CCCNC(=O)c1ccc(C)c(NC(=O)C2=C(C)OCCS2)c1 | -1 | i | -8 | -2 | -5 | -8 | -2 | -1 | 5
CC(=O)c1cccc(NC(=O)CCOc2ccccc2)c1 | 3 | i | -5 | 2 | -9 | 7 | 17 | -1 | -1
CN1C(=O)c2cccc3c(S(=O)(=O)Nc4ccccc4F)ccc1c23 | 9 | i | 1 | -19 | -4 | 1 | 14 | -3 | -3
Cc1ccc(S(=O)(=O)N2C[C@H]3[C@H]4C(=O)N(c5ccccc5)C(=O)[C@H]4C[C@H](OC(=O)Nc4cccs4)[C@@]3(O)C2)cc1 | 5 | i | -7 | 9 | 11 | -8 | -3 | -5 | -8
COc1ccc(C(=O)OCC(=O)c2ccc(CNC(C)=O)s2)cc1 | 7 | i | 0 | -3 | -7 | 10 | -8 | 5 | -5
CC(C)(C)c1cc[n+](/C(C(=S)Nc2ccccc2F)=C(/[O-])c2ccc3c(c2)OCCO3)cc1 | 2 | i | -8 | -2 | 4 | 2 | 2 | -2 | -2
COc1ccc(-c2cc(C(F)F)n3ncc(C(=O)N4CCc5ccccc5C4)c3n2)cc1 | -13 | / | 1 | 47 | -1 | -6 | 2 | -2 | -2
CC1CCC(NC(=O)CN2C(=O)c3ccccc3S2(=O)=O)CC1 (centres undefined) | -2 | i | -1 | -4 | 5 | -2 | -3 | -2 | -4
Cc1cccc(OCC(=O)O/N=C(\N)Cc2ccc(Cl)cc2)c1 | 0 | i | -4 | 10 | -13 | 3 | 8 | 2 | -7
COc1ccc(OCc2nn3c(Cn4cnc5ccccc54)nnc3s2)cc1 | -5 | i | -3 | -9 | 31 | -14 | -5 | -2 | -8
COCCN(CCOC)S(=O)(=O)c1ccc(C(=O)Nc2nc(C)c(C(C)=O)s2)cc1 | 8 | i | -4 | -4 | 6 | -5 | 6 | 1 | -4
Cc1cc(NC(=O)COC(=O)C2CC(=O)N(c3ccccc3)C2)no1 (centres undefined) | 3 | i | 6 | -5 | -10 | 0 | -5 | -1 | -8
CC(C)c1ccccc1-n1c(SCC(=O)N2CCc3ccccc3C2)nc2ccccc2c1=O | -20 | i | -1 | 60* | 0 | -2 | 1 | 2 | -3
COc1ccc(NC(=O)C2CCCN(c3nn4c(=O)cc(C)nc4s3)C2)c(OC)c1 (centres undefined) | -2 | i | -5 | -3 | -10 | 2 | 13 | -5 | -1
O=C(CN(Cc1ccco1)C(=O)CCC(=O)Nc1ccccn1)NCc1ccccc1 | -6 | i | -4 | -1 | 14 | -9 | 5 | 1 | -4
Cc1cccc2cc(COC(=O)c3cccs3)c(=O)[nH]c12 | 6 | i | -13 | -9 | -12 | 1 | 9 | -1 | -1
CCC(c1n[nH]c(=S)n1-c1ccccc1)N(C)C (centres undefined) | 2 | i | 2 | -12 | -15 | 2 | 1 | -4 | -2
CCN=c1scc(-c2ccccc2)n1/N=C/c1ccccn1 | -1 | i | 0 | 34 | -9 | 12 | 44* | -1 | -4
COCc1cc(=O)[nH]c2cc(NC(=O)C(C)(C)CCl)c(C)cc12 | -1 | i | 2 | -2 | -5 | 5 | -1 | 2 | 2
CS(=O)(=O)N1CCCC(C(=O)Nc2c(F)cccc2F)C1 (centres undefined) | 2 | i | -8 | -8 | -1 | -5 | 20 | 1 | -3

Continuation.
SMILES | MT1-MMP act inh | Neddyl block | E coli Lon inh | FAS-TE inh | PABP1 MLLE inh | NRP1-CendR mod | SKN-1 block | Rin1 Abl inh | bovine MsrA act
Cc1cc(NC(=O)c2cccnc2)ccc1Br | 2 | i | 0 | -1 | -5 | 5 | 4 | 1 | -2
CC(C)Oc1ccc(/C=N/NC(N)=S)cc1 | -10 | i | 3 | -5 | -13 | -36 | 4 | -1 | -3
O=C(O)CCCC(=O)N1N=C(c2ccccc2)CC1c1ccc2c(c1)OCO2 (centres undefined) | -1 | i | -2 | -4 | 7 | -1 | 11 | 0 | -2
O=C(COC(=O)CNC(=O)c1ccccc1F)Nc1nnc(-c2ccccc2)o1 | 2 | i | -9 | -10 | -19 | -8 | 23 | -2 | 1
CC(C)Nc1nc(NC(C)C)nc(SCC(N)=O)n1 | 0 | i | -1 | -6 | -21 | 17 | 0 | -1 | 0
Cn1c(=O)n(Cc2ccc(Cl)cc2)c2ccccc21 | 2 | i | -9 | 4 | 1 | -6 | 6 | 1 | -3
Cc1cnc(C(=O)OCC(=O)Nc2ccc(C)c(S(=O)(=O)N3CCCCC3)c2)cn1 | 0 | i | 4 | -8 | -32 | 9 | 13 | -5 | -2
O=C(NCc1ccccn1)c1ccc2ccccc2n1 | -5 | i | -6 | -7 | -1 | -3 | 7 | -4 | -2
c1ccc(-c2nnc3sc(CN4CCc5ccccc54)cn23)cc1 | -3 | i | -4 | 5 | -5 | 7 | -9 | 3 | 0
Cc1cccc(NC(=O)c2ccc(COc3ccc(Cl)cc3Cl)o2)n1 | 4 | i | 2 | 27 | -7 | -3 | 3 | -1 | 0
CCN(CC)S(=O)(=O)c1cccc(C(=O)NCC2(N3CCOCC3)CCCCC2)c1 | -1 | i | 4 | -1 | 3 | 3 | -2 | -1 | -6
O=C1c2cccc3cccc(c23)N1CN1CCN(c2ccccn2)CC1 | 1 | + | -6 | -1 | -6 | 9 | 6 | -2 | 2
CC(CC(=O)O)C(=O)c1ccc(Cl)c([N+](=O)[O-])c1 (centres undefined) | -3 | i | -7 | 3 | 6 | 12 | 4 | -1 | -2
CC1(Cc2ccc(Cl)c(Cl)c2)C(=O)Nc2c(Cl)ccc(Cl)c21 (centres undefined) | -13 | i | -6 | 25 | 6 | 24 | 6 | -2 | -2
O=C1Nc2cc(C(=O)NCCCN3CCCC3)ccc2S/C1=C\c1ccccc1 | 3 | i | -13 | -3 | -18 | 6 | 10 | -4 | -3
CC(NS(C)(=O)=O)C(c1cccs1)N1CCN(C)CC1 (centres undefined) | 2 | i | -1 | -10 | -2 | -3 | -29 | 1 | -11
Cc1ccc(/C=C2\CCC(C3CCCC3)C2=O)cc1 (centres undefined) | 0 | i | 1 | 7 | 9 | -3 | 6 | -1 | -3
CCN(CC)CCN1C(=O)C(=O)/C(=C(/O)c2ccc(F)cc2)C1c1cccnc1 (centres undefined) | 2 | i | 7 | -6 | -2 | -5 | 10 | 0 | -4
CC1CCN(CCOc2ccccc2-c2ccccc2)CC1 | -6 | i | -9 | -6 | 5 | 11 | 4 | 1 | 3
CCCCN(C(=O)c1cccs1)c1c(N)n(Cc2ccccc2)c(=O)[nH]c1=O | -1 | i | 2 | -7 | -5 | -3 | 9 | -4 | -4
Cc1ccc(S(=O)(=O)N2CCCCC2)cc1NC(=O)CSc1nccn1C | 0 | i | 3 | -8 | -10 | 6 | -3 | -1 | -5
COc1ccc(NC(=O)Nc2ccccc2F)cc1 | 3 | i | -5 | -2 | -7 | 4 | 7 | 3 | 0
O=S(=O)(NCCOc1ccccc1Cl)c1ccc2oc3ccccc3c2c1 | -4 | i | 0 | 39 | 9 | 14 | 23 | -1 | -6
Cc1cc2c(cc1S(=O)(=O)Nc1c(C)cccc1C)n(C)c(=O)c(=O)n2C | 0 | i | 6 | 2 | -13 | 8 | 10 | -2 | -3
COc1ccc2cc(CCNC(=O)c3ccc(Br)o3)c(=O)[nH]c2c1 | -2 | i | -5 | 2 | 6 | -13 | 8 | -1 | -2

Continued.
SMILES | MT1-MMP act inh | Neddyl block | E coli Lon inh | FAS-TE inh | PABP1 MLLE inh | NRP1-CendR mod | SKN-1 block | Rin1 Abl inh | bovine MsrA act
Cc1noc(C(=O)N(C)c2ccccc2)c1Cl | -2 | i | 1 | -4 | -6 | 7 | 4 | -1 | -4
Cc1ccccc1/C=N/NC(=O)c1sccc1C | -6 | i | -2 | -13 | 4 | -3 | 0 | -4 | -2
COc1ccc(-c2nc(NC(C)=O)sc2-c2ccc(OC)cc2)cc1 | -2 | i | 6 | 24 | -8 | 7 | 0 | -2 | -6
COc1cccc(OC)c1C(=O)OCC(=O)NCCNC(=O)COC(=O)c1c(OC)cccc1OC | -1 | i | -5 | -14 | -39 | 6 | 1 | 0 | 1
CCOc1ccc(NC(=O)NCCN2C(C)CCCC2C)cc1 (centres undefined) | 8 | i | 0 | -7 | -3 | 0 | -13 | -2 | -10
CCCC(=O)N1CCC1(C)C(=O)Nc1ccccc1-c1ccccc1 (centres undefined) | 1 | i | -5 | -10 | -2 | -12 | 19 | -2 | -2
COc1ccc(-c2nnc(SCc3ccccc3F)o2)cc1OC | -2 | i | -4 | 10 | 10 | -3 | -20 | 2 | 0
CCOC(=O)C1(CCOc2ccccc2)CCN(Cc2ccc(O)c(OC)c2)CC1 | 2 | i | 5 | 2 | -3 | 0 | -1 | 2 | -4
c1ccc(-c2nc(SCc3nc4ccccc4[nH]3)c3oc4ccccc4c3n2)cc1 | 20 | i | -12 | 13 | -19 | 3 | 11 | 3 | -2
COc1cccc(-c2csc(N3CCN(C(=S)Nc4ccccc4C)CC3)n2)c1 | -6 | i | 4 | 20 | -87 | -5 | 5 | -1 | -2
CC1CCc2nn(CC(=O)NCCCN3CCCC3=O)cc2C1 (centres undefined) | 1 | i | -5 | -3 | 3 | -8 | 1 | -2 | -3
Cc1csc(NC(=O)CSc2nnc(Cc3cccn3C)n2CCc2ccccc2)n1 | 2 | i | -2 | 8 | -35 | -2 | -1 | 1 | 1
O=c1cnn(Cc2ccc(Cl)c(Cl)c2)c2ccccc12 | 2 | i | 6 | 21 | -4 | -6 | 4 | 3 | -4
Cc1cccc(NCN2C(=O)c3ccccc3C2=O)c1 | 11 | i | -11 | -4 | -9 | 3 | 5 | 0 | -4
Cc1ccc(-n2nnc3c(=O)n(CC(=O)N4CCC(C)CC4)cnc32)cc1 | -2 | i | -2 | -2 | -9 | 0 | -8 | -1 | -8
COc1ccccc1-n1nnnc1SCC(=O)NCC1CCCO1 (centres undefined) | 0 | i | 2 | -4 | -22 | -2 | -1 | 2 | 0
COc1c(N2C[C@@H]3CCCN[C@@H]3C2)c(F)cc2c(=O)c(C(=O)O)cn(C3CC3)c12 | -18 | / | -6 | -3 | -5 | -11 | 13 | -2 | -4
CC(CCc1ccccc1)NC(=O)COC(=O)c1ccc([N+](=O)[O-])cc1 (centres undefined) | 3 | i | 0 | 50 | -11 | 3 | -9 | 2 | -2

Record cards, from the list above. Order of values: MT1-MMP act inh	Neddyl block	E coli Lon inh	FAS-TE inh	PABP1 MLLE inh	NRP1-CendR mod	SKN-1 block	Rin1 Abl inh	bovine MsrA act
Cc1ccccc1/C=N/NC(=O)c1sccc1C is entered as -6	i	-2	-13	4	-3	0	-4	-2
CCCC(=O)N1CCC1(C)C(=O)Nc1ccccc1-c1ccccc1 (centres undefined) is entered as 1	i	-5	-10	-2	-12	19	-2	-2
COc1c(N2C[C@@H]3CCCN[C@@H]3C2)c(F)cc2c(=O)c(C(=O)O)cn(C3CC3)c12 is entered as -18	/	-6	-3	-5	-11	13	-2	-4
Cc1cccc(NCN2C(=O)c3ccccc3C2=O)c1 is entered as 11	i	-11	-4	-9	3	5	0	-4
